Screens as filed in PubChem BioAssay.
HTRA1 inh: blocks human HTRA1 serine peptidase. Q92743. inhibition, % at 5.96 µM. recombinant HTRA1, FP-rhodamine activity-based probe, fluorescence polarization. AID 504803. actives 0.5% (n = 340,000); in the data active means inhibition above about 36%;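 further: 0% = enzyme with DMSO and 100% = wells lacking enzyme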
rCAG RNA binder: r(CAG) repeat RNA binding; TO-PRO-1 dye displacement fluorescence; inhibition, % at 3 µM; actives 1.3% (n = 370,000); AID 651821;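 active means inhibition above the plate cutoff, the mean of all test compounds on that plate plus 3 SD, cut at about 35% in these data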;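 further: 0% = DMSO alone and 100% = 100 µM mitoxantrone as full dye displacement; higher means more dye released from RNA so lower well fluorescence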
PRMT1 FP inh: PRMT1 (human) inhibition, primary screen; inhibition, % at 2.79 µM; actives 1.3% (n = 370,000); recombinant PRMT1, activity-based probe fluorescence polarization; Q99873;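 active means inhibition above about 21% made by adding two undisclosed values, limit read from the data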
Target sequence (Q99873 whole entry, looked up): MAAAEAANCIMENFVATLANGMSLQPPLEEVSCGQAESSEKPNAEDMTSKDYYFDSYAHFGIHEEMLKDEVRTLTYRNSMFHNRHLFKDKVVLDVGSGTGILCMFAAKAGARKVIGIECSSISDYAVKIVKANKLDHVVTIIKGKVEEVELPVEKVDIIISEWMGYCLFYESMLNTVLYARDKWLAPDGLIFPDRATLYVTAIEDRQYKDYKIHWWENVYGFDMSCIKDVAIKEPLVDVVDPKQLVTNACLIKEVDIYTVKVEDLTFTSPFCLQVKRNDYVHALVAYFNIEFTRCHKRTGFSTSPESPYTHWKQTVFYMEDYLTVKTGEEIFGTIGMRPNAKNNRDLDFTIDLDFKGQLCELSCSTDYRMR
mABHD4 FP: ABHD4 (mouse) inhibition, primary FP screen; inhibition, % at 8.92 µM; Q8VD66; actives 0.54% (n = 370,000); purified mABHD4, FP-Rh probe fluorescence polarization;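 active means inhibition exceeding the mean over every tested compound plus 3 SD, cut at about 30% in these data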;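 further: 0% = plate median of compound wells and 100% = S159A mutant with DMSO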
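Assay system: Wild-type mouse ABHD4 protein | Medium: HEPES pH 7.0 buffer, 150 mM NaCl, 0.01% Pluronic F-127 | Incubation: Enzyme–compound pre-incubation 45 min, then probe 60 min, both 25 °C | Technique: Fluorescence polarization with parallel and perpendicular emission, 525/598 nm | Evaluation: % inhibition of FP-Rh probe binding versus controls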
SIAE primary: blocks human sialic acid acetylesterase. Q9HAT2. SIAE FP-Rh probe binding, fluorescence polarization. inhibition, % at 9.66 µM. actives 0.69% (n = 370,000);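 active means inhibition above a cutoff: mean of compounds within the control limits plus 3 SD of those, cut at about 17% in these data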;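 further: 0% = plate median of compound wells and 100% = probe without SIAE protein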
PG9 binder: PG9 antibody binding by small molecule | TR-FRET gp120-PG9 antibody binding | inhibition, % at 6.7 µM | actives 0.43% (n = 360,000); in the data active means inhibition above about 8.5%
TCR CD3 inh: human TCR-CD3 binding inhibition | TAMRA-labeled TCR probe fluorescence, biochemical | inhibition, % at 9.4 µM | actives 0.37% (n = 360,000) | AID 651800; in the data active means inhibition above about 19%;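 further: recombinant mutant TCR 2C K166C tagged with TAMRA read by polarization; 0% = receptor in buffer alone and 100% = receptor with positive control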
Rev-erbA mod: modulates human Rev-erb alpha binding to DNA | activity, % at 10 µM | AID 1259318 | actives 0.79% (n = 370,000) | Rev-erbα–FITC-DNA binding, fluorescence polarization, 90 min;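 active means activity above about 14%, limit read from the data; passing the limit was not always enough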;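 further: 0% = DMSO wells with 35 nM protein and 100% = DMSO wells with 750 nM protein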
Target sequence (P20393 whole entry, looked up): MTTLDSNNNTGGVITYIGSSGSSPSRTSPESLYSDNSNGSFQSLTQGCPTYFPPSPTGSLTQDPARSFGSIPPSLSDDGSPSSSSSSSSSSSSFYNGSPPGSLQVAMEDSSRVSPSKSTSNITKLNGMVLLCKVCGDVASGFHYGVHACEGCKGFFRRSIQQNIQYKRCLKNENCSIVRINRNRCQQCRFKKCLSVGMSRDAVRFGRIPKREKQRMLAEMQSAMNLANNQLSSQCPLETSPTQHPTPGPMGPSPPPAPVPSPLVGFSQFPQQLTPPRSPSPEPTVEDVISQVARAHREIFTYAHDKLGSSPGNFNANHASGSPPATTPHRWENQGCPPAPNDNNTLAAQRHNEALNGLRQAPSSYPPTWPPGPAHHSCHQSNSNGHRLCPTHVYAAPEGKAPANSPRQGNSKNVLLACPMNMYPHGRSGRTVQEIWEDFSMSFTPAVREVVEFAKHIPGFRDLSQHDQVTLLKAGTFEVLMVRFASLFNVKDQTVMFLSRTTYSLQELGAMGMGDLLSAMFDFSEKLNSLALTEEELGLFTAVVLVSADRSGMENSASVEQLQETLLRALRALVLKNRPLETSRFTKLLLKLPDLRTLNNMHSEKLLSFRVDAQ
LEDGF integ inh: blocks HIV-1 LEDGF/p75-dependent DNA integration; TR-FRET IN-LEDGF/p75 DNA integration, Eu/Cy5; inhibition, % at 3.7 µM; actives 0.64% (n = 370,000); AID 743269;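 active means inhibition above the screen-wide mean plus 3 SD, cut at about 13% in these data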;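 further: signal is the Cy5 over europium emission ratio at 671 and 618 nm; 0% = plate median of compound wells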
TDP2 inh: blocks human TDP2 phosphodiesterase activity. O95551. recombinant TDP2, T5PNP hydrolysis, p-nitrophenol absorbance 415 nm. inhibition, % at 12.8 µM. actives 0.34% (n = 370,000). AID 720702;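 active means inhibition above the mean of all tested compounds plus 3 SD, set per campaign, cut at about 25% in these data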;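 further: 0% = DMSO with enzyme and 100% = buffer with substrate but no TDP2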
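test system = human TDP2 enzyme | input = TDP2 enzyme at 120 nM final | medium = 50 mM Tris-HCl pH 7.5 with Mg2+, KCl, DTT, BSA | also added = T5PNP substrate, 5 mM | times = 2 h at 37 °C | technique = epi absorbance | benchmarks = high control without enzyme, low control DMSO plus TDP2 | replication = each compound tested once, singlicate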
Starred values were filed as active, the others as inactive; / = not tested or not shown. Only part of the results is shown; rates above refer to the full screens.

SMILES	HTRA1 inh	rCAG RNA binder	PRMT1 FP inh	mABHD4 FP	SIAE primary	PG9 binder	TCR CD3 inh	Rev-erbA mod	LEDGF integ inh	TDP2 inh
Cc1ccc(-c2noc(C3CCN(S(=O)(=O)c4ccc5c(c4)OCCO5)CC3)n2)o1	-23	-1	0	-1	-4	-1.4	-1	7	-1	2
CC(COc1ccc(F)cc1)CN1CCC(C(O)(c2ccccc2)c2ccccc2)CC1 (configuration not stated)	/	2	-2	10	-2	/	/	-10	-4	0
Cn1cnnc1SCC(=O)OCN1C(=O)c2ccccc2C1=O	5	0	3	0	-7	0.4	-8	6	0	-3
COCC(=O)Nc1ccc2c(c1)OCC(=O)N2Cc1ccc(C)cc1	5	0	2	2	1	0.7	4	0	-4	11
COc1ccc(C=C(c2ccc(OC)cc2)c2ccc(OC)cc2)cc1	0	6	-1	-5	7	-0.2	-4	1	0	4
COC(=O)C1=C(N)Oc2cc(N(C)C)ccc2C1c1ccccc1OC (configuration not stated)	4	-1	15	47*	5	-4.3	-9	-5	-2	-2
COc1cc2c(cc1NCc1ccccn1)oc1ccccc12	-1	-3	-4	10	12	-2.7	3	6	-5	-8
COc1ccccc1C(=O)Nc1ccc2nc3n(c(=O)c2c1)CCCC3	0	3	3	2	-5	1.6	-4	0	4	0
CCc1cccc(C)c1NC(=O)CSc1nc(C)c(C)o1	3	-3	2	0	-9	-1.3	3	5	6	0
Cc1ccccc1S(=O)(=O)NC(=O)C1(C)CCN1C(=O)C(C)(C)c1ccccc1 (configuration not stated)	/	15	1	1	-11	-0.7	2	-4	-1	-1
CC1C(c2ccc3c(c2)OCO3)c2cc3c(cc2OC1N1CCOCC1)OCO3 (configuration not stated)	-2	3	5	-11	3	1.3	-4	3	2	1
Cc1cc(C)cc(NC(=S)NCc2ccc3c(c2)OCO3)c1	-11	5	-4	-7	0	2.5	-3	4	-2	-11
CN(c1ccccc1)C(c1ccc(F)cc1)c1nnnn1C1CCCC1 (configuration not stated)	-18	-4	0	-17	1	1.5	-6	0	-1	-10
Cc1cc(=O)n2c3ccccc3n(CC(O)CN3CCCC3)c2c1C#N (configuration not stated)	-6	4	-1	16	-2	0.1	6	-32	2	0
CCC(Cc1ccccc1)NS(=O)(=O)c1ccc2c(c1)NC(=O)CS2 (configuration not stated)	-6	6	3	10	-14	-2.1	4	5	2	-10
CCCc1nnc(SCC(=O)N2C(C)CCCC2C)n1CC1CCCO1 (configuration not stated)	0	-6	3	-1	-2	1.2	-9	-3	-3	-6
CCCNC(=O)C1(C)CCN(Cc2ccc(OC)c3ccccc23)C1 (configuration not stated)	/	1	2	-10	7	0.1	2	-2	-1	-10
Cc1ccc(S(=O)(=O)N(C)c2ccc(OC(=O)CN3C(=O)NC4(CCCC4)C3=O)cc2)cc1C	-5	0	1	2	9	0.2	1	0	1	7
COC(=O)[C@]12C[C@H](CC(=O)NCCCCc3ccccc3)C(=O)N(Cc3cccc4ccccc34)C1=C[C@H](COCc1ccccc1)O[C@@H]2C	/	14	6	-9	-11	/	/	7	-5	5
CC(C)NS(=O)(=O)c1ccc(OCC(=O)N2CCCC2)c(Cl)c1	3	1	-1	6	-1	-0.6	3	1	-4	4
CC(Sc1nc2c(cc1C#N)CCCCC2)C(=O)O (configuration not stated)	/	1	3	5	0	0.8	4	7	-1	6
O=C(NC1CC1)c1cccc(Nc2ccc(-c3ccc4c(c3)OCCO4)nn2)c1	-7	3	0	19	-9	-2.4	-5	5	-1	6
CN(CC(=O)Nc1ccc(Cl)c(C(F)(F)F)c1)C(=O)CCNC(=O)c1ccco1	1	-5	4	-12	-8	3.6	-8	7	1	-3
COC(=O)c1cc2n(n1)CCN(Cc1ccccc1F)C2=O	-4	-2	0	-4	-3	0.1	-1	2	1	2
CC1(C(=O)NS(=O)(=O)c2ccc(Cl)s2)CCN1C(=O)Cc1cc(F)ccc1F (configuration not stated)	/	8	-3	9	0	0.3	1	-3	4	-1
O=C(COC(=O)c1ccc(Cl)c([N+](=O)[O-])c1)NC1CCCC1	-3	-3	-1	1	-4	1.4	-5	3	1	11
CN(CCOc1ccc(Br)cc1)CC(O)COc1ccc(C#N)cc1 (configuration not stated)	-4	-9	1	-5	-3	0.5	-9	1	-11	-3
Cc1cc(C)n2nc(C(=O)NC(c3ccccc3)c3ccccc3)nc2n1	-1	-6	0	-2	-3	1.1	1	-6	-1	-4
CC1CCN(Cc2csc(N)n2)CC1	-1	3	-5	-6	5	-0.4	8	2	2	3
O=c1[nH][nH]c2c1[C@@H](c1ccc(F)cc1)O[C@H](CCOCc1ccccc1)C2	/	10	-1	-3	5	-0.4	2	-1	-5	1

Reformatted: two of the compounds above
> Cc1cc(C)n2nc(C(=O)NC(c3ccccc3)c3ccccc3)nc2n1
  HTRA1 inh = -1
  rCAG RNA binder = -6
  PRMT1 FP inh = 0
  mABHD4 FP = -2
  SIAE primary = -3
  PG9 binder = 1.1
  TCR CD3 inh = 1
  Rev-erbA mod = -6
  LEDGF integ inh = -1
  TDP2 inh = -4

> CC1CCN(Cc2csc(N)n2)CC1
  HTRA1 inh = -1
  rCAG RNA binder = 3
  PRMT1 FP inh = -5
  mABHD4 FP = -6
  SIAE primary = 5
  PG9 binder = -0.4
  TCR CD3 inh = 8
  Rev-erbA mod = 2
  LEDGF integ inh = 2
  TDP2 inh = 3

Next entries.
SMILES	HTRA1 inh	rCAG RNA binder	PRMT1 FP inh	mABHD4 FP	SIAE primary	PG9 binder	TCR CD3 inh	Rev-erbA mod	LEDGF integ inh	TDP2 inh
Cc1ccc(N(C(=O)c2snc(C(N)=O)c2N)C(C(=O)NC2CCCC2)c2ccc(C)o2)cc1 (configuration not stated)	-3	33	0	-8	2	0.3	3	2	5	2
O=C(Nc1ccc(F)cc1)Nc1ccccc1NS(=O)(=O)c1cccs1	-5	19	-1	-7	8	-3.8	2	4	4	-8
COc1ccccc1C(c1nnnn1C(C)(C)C)N1CCCCCC1 (configuration not stated)	-3	-2	5	5	9	0.8	-2	8	0	-7
CN(CCO)c1cccc2c1S(=O)(=O)N(Cc1cn(Cc3cccc(C(F)(F)F)c3)nn1)Cc1ccccc1O2	/	0	-3	-2	7	/	/	-6	-3	-2
CCN(CC)C(=O)CCc1nc2sc3c(c2c(=O)[nH]1)CCCC3	-4	-3	2	8	0	0.8	4	2	-4	-1
O=C(NCCS(=O)(=O)N1CCN(Cc2ccccc2)CC1)c1ccc(F)cc1	-2	-4	-5	-1	0	0.2	-2	3	5	-10
CN=C1S/C(=C/c2cc(C)n(Cc3ccccc3)c2C)C(=O)N1C	/	/	-2	8	1	/	/	2	7	-9
CC(C)(C)C1CCc2c(C(=O)NNC(=O)CCC(=O)O)csc2C1 (configuration not stated)	-6	4	0	-1	2	-1.3	0	-2	3	5
CCCCC(=O)Nc1nnc(SCC(=O)NC2CC2)s1	3	0	-1	-1	1	-1.8	8	2	4	39*
O=C(CN(Cc1cccs1)C(=O)CNS(=O)(=O)c1ccc(F)cc1)NCc1ccco1	-5	-5	1	3	-1	1.2	-2	3	-3	2
NC(=S)n1[nH]c(-c2ccccc2)c(N=Nc2ccccc2C(=O)N2CCOCC2)c1=O	1	14	-4	6	2	-3.5	-1	3	1	-1
CSc1ncccc1C(=O)OCC(=O)N(C)C1CCS(=O)(=O)C1 (configuration not stated)	-1	2	-2	4	1	1.2	7	-7	2	3
Cc1nn(-c2ccccc2)c(Cl)c1C(=O)OCC(=O)N(C)c1c(N)n(Cc2ccccc2)c(=O)[nH]c1=O	-4	-5	-1	0	-11	-2.0	-2	1	0	-2
CCCCSc1nnc2n(CCc3ccccc3)c(=O)c3c4c(sc3n12)COC(C)(C)C4	4	1	-3	5	-1	1.6	2	0	0	-1
COc1ccc(-c2noc(N3CCC(C(=O)N4CCN(c5ccccn5)CC4)CC3)n2)cc1	-8	-5	-1	-5	-9	0.7	6	1	1	-2
CC(C)Sc1nc2ccccc2n1CC(=O)NCc1ccc2c(c1)OCO2	-7	-2	-1	3	8	-0.3	-1	-3	-3	14
CSc1ncccc1C(=O)NC1CCCCCC1	-5	-1	-8	-4	-4	-2.8	-3	3	5	-12
Cc1ccc(S(=O)(=O)CCc2nc3ccccc3n2CCC#N)cc1	0	1	7	7	1	0.7	-6	0	-1	3
COc1ccc(NC(=O)c2sccc2C)c([N+](=O)[O-])c1	-4	1	1	2	0	1.2	4	-1	5	-1
O=C(C1CCN(S(=O)(=O)c2ccccc2)CC1)N1CCc2ccccc21	-7	0	1	-9	1	-1.4	1	-3	0	15
O=C(c1ccc(Cl)c(Cl)c1)N1CCC(=O)N(C(COCc2ccc(Cl)cc2)Cc2ccccc2)CC1 (configuration not stated)	-57	16	6	-35	8	-0.7	-1	2	0	-22
CCOc1ncccc1C(=O)N(CC)CC(=O)NCc1ccc(Cl)cc1	0	-2	2	0	1	-1.8	4	-1	1	3
COc1ccccc1NC(=O)N[C@@H](Cc1c[nH]c2ccccc12)C(=O)NN	-5	13	-1	-10	6	0.9	3	-2	5	1
COc1ccccc1NC(=O)c1cccc(S(=O)(=O)N2CCN(Cc3ccccc3)CC2)c1	-17	2	-4	-4	1	1.9	3	2	4	11
COc1ccc(CCNC(=O)CCSc2nc(-c3ccco3)cc(C(F)(F)F)n2)cc1	-8	3	-2	2	7	1.5	-3	10	0	6
COc1ccc(C(=O)COC(=O)C2COc3ccccc3O2)cc1F (configuration not stated)	7	5	3	1	-1	-0.7	-3	-1	4	3
Cn1c(=O)[nH]c(=O)c2c1nc(N1CCN(C(c3ccccc3)c3ccccc3)CC1)n2CCO	3	0	2	4	4	-0.5	-1	2	-2	-3
CC1CCCCC1NC(=O)Cn1nnc2ccccc2c1=O (configuration not stated)	5	-1	0	1	4	1.1	4	1	1	9
CCc1nc(N)c(C#N)c(-c2cccc3ccccc23)c1C	-6	-1	1	-2	4	15*	8	9	-1	5
Cc1ccc(C)c(NC(=O)NC2CCCCCCC2)c1	-3	-6	-2	2	1	0.7	12	-3	-2	9
O=[N+]([O-])c1ccc(-c2nc3ccc([N+](=O)[O-])cc3[nH]2)cc1	-4	5	-1	-10	18*	-0.7	6	-3	0	4
CCC(C)(C)NC(=O)c1ccc2c(c1)S(=O)(=O)c1ccccc1C2=O	-2	-1	-3	-8	-4	-1.3	7	1	1	-3
Cc1cc(C)c(C)c(S(=O)(=O)N2CCNCC2)c1C	2	-1	4	5	-1	-0.5	0	0	-5	4
O=[N+]([O-])c1ccc(S(=O)(=O)N2CCC3(CC2)OCCN3S(=O)(=O)c2cccs2)cc1	-11	3	1	-5	9	-3.3	-3	-9	-4	-12
Cc1ccc(N2C(=O)C3C4C=CC(CNC(=S)Nc5ccc(Cl)cc5)(O4)C3C2=O)cc1 (configuration not stated)	-38	6	85*	-2	-6	-2.0	-3	2	-1	4
Cc1nc2ncc(Br)cc2[nH]1	-3	3	-1	2	6	-0.9	4	-1	-2	-4
